tuberculosis growth: growth inhibition of non-replicating M. tuberculosis (AID 488890); inhibition, % at 25 µM, or IC50 in µM where a hit was titrated; Mycobacterium tuberculosis non-replicating, growth inhibition; higher % means a stronger effect; hit rate 0.39% among 320,000; in the data active = a potency from the dose series; inconclusive = inhibition mostly from about 82% at the one dose, without a potency; inactive = the rest, 99 in 100 with inhibition below about 76%;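 note: plate controls were DMSO cells for no effect and high antibiotic wells for full effect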
H37Rv inhibition: M. tuberculosis growth inhibition, HTS (AID 449762) | M. tuberculosis H37Rv growth inhibition, 7H9 media; higher % means a stronger effect | inhibition, % at 25 µM; hits with a dose series show IC50 in µM | hit rate 0.59% among 330,000; in the data active = a potency from the dose series; inconclusive = inhibition above about 70% without an active follow-up result;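 note: bacterial growth assessed after seven days of incubation; strong numbers were not always called active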
PhoP GFP inhibition: PhoP regulon inhibitors, Salmonella typhi PhoP promoter GFP reporter, confirmatory (AID 1850) | Salmonella Typhi PhoP-promoter GFP reporter, fluorescence, 4 h; higher % means a stronger effect | hit rate 0.33% among 310,000 | inhibition, % at 50 µM, or IC50 in µM where a hit was titrated; in the data active = a potency from the dose series; inconclusive = inhibition mostly from about 25% at the one dose, without a potency; inactive = the rest, 99 in 100 with inhibition below about 19%;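 note: 0% = induced wells with vehicle and 100% = uninduced wells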
influenza NS1A: NS1A inhibition, H1N1 influenza, cell based functional assay (AID 504329). NS1A functional cell-based assay, percent inhibition; higher % means a stronger effect. one-dose inhibition, % at 12.5 µM; IC50 in µM for titrated hits. hit rate 0.3% among 340,000; in the data active = a potency from the dose series; inconclusive = inhibition above about 27% without an active follow-up result; note: strong numbers were not always called active
inhibitors of VEEV: inhibitors of VEEV TC-83 cytopathic effect, confirmation, Vero cells (AID 588727); hit rate 0.13% among 350,000; Vero cells, VEEV TC-83 cytopathic effect inhibition; higher % means a stronger effect; inhibition, % at 20 µM; hits with a dose series show IC50 in µM; in the data active = a potency from the dose series; inconclusive = inhibition mostly from about 14% at the one dose, without a potency; inactive = the rest, 99 in 100 with inhibition below about 12%; note: strong numbers were not always called active
inhibitors of VEEV 10K pilot screen: also measured in inhibitors of VEEV; calls as there; inhibition, %; measured here: 10K pilot screen inhibition
An asterisk follows results filed as active; i = inactive; ? = inconclusive; . = not tested or not shown; & = joins results of further samples.

SMILES	tuberculosis growth	H37Rv inhibition	PhoP GFP inhibition	influenza NS1A	inhibitors of VEEV	others
O=C(CCN1C(=O)S/C(=C\c2ccccc2)C1=O)N1CCOCC1	.	2%	8%	5%	3.5%
O=C(/C=C/Nc1ccc(F)c(F)c1)c1ccc(Br)cc1	23%	10%	-9%	-3%	0.5%
Cc1ccccc1Cn1c(=N)n(CC(=O)c2ccco2)c2ccccc21	-13%	-3%	14%	1%	0.2%
CC[C@@H](C)[C@H](CNC)NC[C@@H](Cc1cccc2ccccc12)NCCc1cccc(C(F)(F)F)c1	?	?	20µM*	5%	i	inhibitors of VEEV 10K pilot screen=0.0
Cc1ccc(C2(C)NC(=O)N(CC(=O)Nc3ccc(-c4nc5ccc(C)cc5s4)cc3)C2=O)cc1 (centres undefined)	-2%	3%	12%	-17%	9.8%
COc1ccc(NC(=O)CN2C(=O)CSc3ccc(S(=O)(=O)N4CCC(C)CC4)cc32)cc1	-7%	-2%	5%	1%	5.7%
Cn1c(=O)n(Cc2ccco2)c(=N)c2c3c(sc21)CCC3	22%	4%	3%	3%	0.2%
COc1cccc(/C=C/C(=O)OCC(=O)Nc2cccc(S(=O)(=O)N3CCCCC3)c2)c1OC	8%	10%	-4%	4%	1.9%
O=C(CN1CCN(c2ccccn2)CC1)N1CCc2ccccc21	-4%	0%	-9%	-11%	0.4%
Cc1ccnc(NS(=O)(=O)c2ccc(NC(=O)Cc3ccc(Cl)cc3)cc2)n1	-1%	6%	0%	-3%	0.3%
Cc1ccc2[nH]c(CCN(C)C)c(CN3CCOCC3)c2c1	-3%	-5%	.	4%	0.1%
c1ccc(-c2cn3ccccc3n2)cc1	.	.	.	0%	11%
CNC(=O)c1c(O)c2cccc3c2n(c1=O)CC3	-10%	2%	-6%	-24%	11%
CC(=O)c1ccccc1NC(=O)CSc1nc2ccccc2c(=O)n1CCCN1CCOCC1	7%	-10%	.	-2%	1.2%
COc1ccc(OCC(=O)Nc2ccccc2Cl)cc1	70%	4%	5%	14%	1.9%
Cc1cc(NC(=O)c2ccc(NC(=O)CC(C)C)cc2)no1	5%	-21%	13%	3%	i
CCOC(=O)N1CCC(N2Cc3cccc(C(=O)Nc4cccc(F)c4)c3C2=O)CC1	5%	1%	-7%	-3%	1.8%
CN(C)CCCN(Cc1cc2cc3c(cc2[nH]c1=O)OCCO3)C(=O)NC1CCCCC1	18%	5%	15%	-2%	3.6%
COc1ccc(CC(=O)N/N=C/c2cccn2-c2ccc([N+](=O)[O-])cc2)cc1OC	-6%	-5%	-4%	22%	0.7%
CCc1ccc(-n2cccc2/C=C2/C(=N)N3C(=NC2=O)SN=C3S(C)(=O)=O)cc1	1%	-4%	-4%	10%	1.1%
COc1ccc(N2CCN(C(=O)CCNC(=O)c3ccccc3)CC2)cc1	9%	2%	-7%	6%	0.2%
C=CC[C@H](CC(=O)N[C@H](CO)Cc1ccccc1)C(=O)N[C@H](COC(=O)[C@@H](CC=C)CC(=O)OC(C)(C)C)Cc1c[nH]c2ccccc12	54%	0%	.	3%	0.1%
CCN(C[C@H]1N[C@@](Cc2ccccc2)(C(=O)OC)[C@H]2C(=O)N(Cc3ccccc3)C(=O)[C@@H]12)C(=O)COc1ccccc1	43%	-1%	.	-3%	3.3%
COC(=O)CCC(=O)Nc1cc(S(=O)(=O)Nc2ccc(Cl)cc2)ccc1N1CCOCC1	0%	-3%	-5%	-4%	1.9%
CCN1C(=NCCc2cccnc2)N[C@@H](c2ccccc2)C(C(=O)OC)=C1C	17%	-9%	-4%	8%	i
O=C(COC(=O)c1ccc(F)c(S(=O)(=O)N2CCOCC2)c1)c1ccc(Br)cc1	.	.	.	-17%	5.0%
CC1CCN(CC(=O)Nc2ccccc2C#N)CC1	-3%	-5%	5%	3%	i
CCc1nc2ccccc2c(=O)n1NC(=O)c1c(O)c2ccccc2n(CC)c1=O	6%	2%	-4%	-2%	2.9%
C=CCNC(=S)N1CCN(C2CCCCC2)CC1	4%	6%	5%	-3%	1.1%
CCCOc1ccc(-c2c(C(=O)N/N=C(\C)c3cccs3)nnn2-c2nonc2N)cc1	-14%	2%	10%	-2%	i
O=C(O)c1ccc(-n2c(/C=C/c3ccccc3)nc3ccccc3c2=O)cc1	10%	10%	-1%	21%	1.0%
COc1ccc(C(=O)N/C(=C\c2ccccc2)C(=O)NCc2cccnc2)cc1	-5%	-9%	12%	0%	1.4%
COC(=O)c1[nH]c2ccccc2c1NS(=O)(=O)c1ccc(OC)cc1OC	8%	-3%	-2%	7%	3.5%	inhibitors of VEEV 10K pilot screen=0.4
CCN(CC)C(=O)c1ccc(/C=C/c2c[nH]c3ccccc23)[n+](C)c1	15%	2%	-42%	-8%	0.6%
Cc1cc(NCc2ccco2)nc2cc(O)ccc12	.	3%	.	5%	4.3%
Cc1ccc(N(C(=O)c2csnn2)C(C(=O)NC2CCCCC2)c2ccccn2)cc1 (centres undefined)	-6%	-8%	2%	8%	1.0%

Ordered by formula weight (rising): some entries from above.
SMILES	tuberculosis growth	H37Rv inhibition	PhoP GFP inhibition	influenza NS1A	inhibitors of VEEV	others
c1ccc(-c2cn3ccccc3n2)cc1	.	.	.	0%	11%
CNC(=O)c1c(O)c2cccc3c2n(c1=O)CC3	-10%	2%	-6%	-24%	11%
Cc1cc(NCc2ccco2)nc2cc(O)ccc12	.	3%	.	5%	4.3%
CC1CCN(CC(=O)Nc2ccccc2C#N)CC1	-3%	-5%	5%	3%	i
Cc1cc(NC(=O)c2ccc(NC(=O)CC(C)C)cc2)no1	5%	-21%	13%	3%	i
O=C(CN1CCN(c2ccccn2)CC1)N1CCc2ccccc21	-4%	0%	-9%	-11%	0.4%
CCN(CC)C(=O)c1ccc(/C=C/c2c[nH]c3ccccc23)[n+](C)c1	15%	2%	-42%	-8%	0.6%
O=C(CCN1C(=O)S/C(=C\c2ccccc2)C1=O)N1CCOCC1	.	2%	8%	5%	3.5%
COc1ccc(C(=O)N/C(=C\c2ccccc2)C(=O)NCc2cccnc2)cc1	-5%	-9%	12%	0%	1.4%
CCc1nc2ccccc2c(=O)n1NC(=O)c1c(O)c2ccccc2n(CC)c1=O	6%	2%	-4%	-2%	2.9%
CCOC(=O)N1CCC(N2Cc3cccc(C(=O)Nc4cccc(F)c4)c3C2=O)CC1	5%	1%	-7%	-3%	1.8%
Cc1ccc(N(C(=O)c2csnn2)C(C(=O)NC2CCCCC2)c2ccccn2)cc1 (centres undefined)	-6%	-8%	2%	8%	1.0%
COc1cccc(/C=C/C(=O)OCC(=O)Nc2cccc(S(=O)(=O)N3CCCCC3)c2)c1OC	8%	10%	-4%	4%	1.9%
COc1ccc(NC(=O)CN2C(=O)CSc3ccc(S(=O)(=O)N4CCC(C)CC4)cc32)cc1	-7%	-2%	5%	1%	5.7%
CCN(C[C@H]1N[C@@](Cc2ccccc2)(C(=O)OC)[C@H]2C(=O)N(Cc3ccccc3)C(=O)[C@@H]12)C(=O)COc1ccccc1	43%	-1%	.	-3%	3.3%

The list goes on:
SMILES	tuberculosis growth	H37Rv inhibition	PhoP GFP inhibition	influenza NS1A	inhibitors of VEEV	others
COc1ccccc1[C@]1(C)ON(c2ccccc2C(F)(F)F)C1=O	70%	7%	.	-6%	52%	inhibitors of VEEV 10K pilot screen=37
CCn1ncc(Br)c1C(=O)Nc1ccccc1C(=O)OC	25%	-5%	18%	-8%	1.9%
CCOC(=O)C(=O)Nc1ncc(Cl)s1	-14%	-9%	6%	-9%	i
CCN(CC(=O)N1CCCCCC1)S(=O)(=O)c1ccc(C)cc1	-10%	-1%	-3%	-3%	1.9%
CCCCCCCN(C(=O)CCl)c1ccccc1C	?	20%	1%	-9%	?
CCN1CCN(CC(=O)Nc2ccc(N(C)C)cc2)CC1	-12%	1%	-7%	-2%	i
COC(=O)c1ccc(NC(=O)CSc2nc(=O)cc(N)n2-c2ccccc2)cc1	-21%	4%	7%	5%	0.0%
COc1cccc(C2=CC(=O)CC(c3ccco3)C2)c1 (centres undefined)	10%	22%	4%	9%	0.5%
OCCNCc1cccc(-c2ccccc2)c1O	.	.	.	-23%	0.9%
COc1ccc(C)cc1S(=O)(=O)N1CCN(C(=O)c2ncoc2-c2ccccc2F)CC1	-9%	-2%	-3%	10%	1.3%
Cn1c(=O)c2[nH]c(NN=Cc3ccc(F)cc3)nc2n(C)c1=O	.	.	.	-13%	9.6%
O=C(c1n[nH]c2c1CCCC2)n1ccnc1	-7%	-8%	3%	.	.
CC(C)C(=O)NCc1cc(-c2ccc(Cl)cc2)no1	-4%	0%	-2%	-11%	7.3%
COc1cc2c(c(OC)c1OC)C(=O)C(=Cc1ccccc1)O2	.	.	.	-5%	9.9%
C/C(=N\Nc1nccnc1Cl)c1ccc(Cl)c(Cl)c1	72%	1%	-6%	-13%	i
COc1cc(/C=C(/C#N)c2ccccc2)ccc1Oc1ccc([N+](=O)[O-])cn1	5%	-9%	1%	-7%	i
CC(C)Oc1ccc(CC2CCC(=O)N(C)C2=O)cc1 (centres undefined)	-7%	13%	-2%	3%	i
CC(=O)Nc1nc(=S)ss1	80%	-4%	-2%	7%	3.3%
O=C(COc1ccc(Br)cc1)Nc1ccncc1	?	?	-5%	-3%	0.5%
C=CCOC(=O)C1=C[C@@H](c2cn(C(C)=O)c3ccccc23)C[C@@H](OCCCCO)O1	7%	-1%	-5%	0%	0.9%
O=C(c1ccc(NC2=NC3CS(=O)(=O)CC3S2)cc1)N1CCN(c2ccc(F)cc2)CC1 (centres undefined)	17%	0%	7%	28%	i	inhibitors of VEEV 10K pilot screen=0.5
CCN(CC(=O)Nc1ccc2c(c1)OCCO2)C(=O)c1cc(S(=O)(=O)N2CCOCC2)ccc1F	.	.	.	-18%	1.7%
COc1ccc(-c2nn(-c3ccccc3)cc2/C=N/N=C(N)N)cc1OC	?	?	-2%	19%	0.3%
CCOC(=O)C(=CNc1ccc(Oc2cccnc2)nc1)C(=O)OCC	-13%	-5%	5%	0%	1.8%

Sorted by length of the SMILES (highest first): three of the compounds above
SMILES	tuberculosis growth	H37Rv inhibition	PhoP GFP inhibition	influenza NS1A	inhibitors of VEEV	others
O=C(c1ccc(NC2=NC3CS(=O)(=O)CC3S2)cc1)N1CCN(c2ccc(F)cc2)CC1 (centres undefined)	17%	0%	7%	28%	i	inhibitors of VEEV 10K pilot screen=0.5
CCOC(=O)C(=CNc1ccc(Oc2cccnc2)nc1)C(=O)OCC	-13%	-5%	5%	0%	1.8%
CC(C)C(=O)NCc1cc(-c2ccc(Cl)cc2)no1	-4%	0%	-2%	-11%	7.3%

Further results:
SMILES	tuberculosis growth	H37Rv inhibition	PhoP GFP inhibition	influenza NS1A	inhibitors of VEEV	others
Cc1cccc(Nc2ccccc2C(=O)O)c1C	24%	-2%	-15%&20%	-5%	1.5%
COc1cc(/C=N/NS(=O)(=O)c2ccc3ccccc3c2)ccc1OCCN1CCOCC1	-12%	19%	3%	14%	0.2%
Nc1c(C(=O)NCc2ccco2)sc2nc(N3CCOCC3)c3c(c12)CCCC3	0%	-6%	-10%	7%	1.7%
O=C(Nc1nnc(CCOCCOCCc2nnc(NC(=O)c3ccco3)s2)s1)c1ccco1	7%	-1%	7%	-2%	2.2%
O=c1nc(N2CCCCCC2)nc(N2CCCCCC2)[nH]1	5%	0%	-6%	-9%	7.6%
CCC1(C)COC(C)(CC(=O)NNC(=O)Nc2ccccc2)OC1 (centres undefined)	6%	-5%	5%	5%	0.3%
CC(OC(=O)c1nsc(Cl)c1Cl)C(=O)NC1CCCCC1 (centres undefined)	9%	-1%	-5%	-10%	1.4%
CCOc1cc(N2CCOCC2)c(OCC)cc1NC(=O)C1CC(=O)N(c2ccccc2OCC)C1 (centres undefined)	6%	-7%	.	1%	0.7%
O=C(CCCC(=O)Nc1cccc(Br)c1)N/N=C/c1cc([N+](=O)[O-])ccc1O	56%	5%	0%	-11%	8.4%
